Assay outcomes deposited in PubChem by Broad Institute.
esBAF inh – blocks esBAF chromatin remodeling in mouse ES cells; reporter increase, % at 12.5 µM; AID 602393; 350,000 compounds, 2% hits; Bmi1-luciferase knock-in reporter, 24 h; 100% = twice the neutral-well signal; in the data active = activation above about 40%; inconclusive = no clear call, values can overlap the other calls;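 note: 0% = median of the plate's neutral control wells and 100% = double that signal; a rise in the Bmi1 reporter signal indicates esBAF inhibition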
LGR2 inh – Drosophila LGR2 receptor signaling inhibition | HEK293 LGR2, CRE-luciferase, bursicon-stimulated, 4 h | inhibition, % at 9.99 µM | 380,000 compounds, 0.35% hits | AID 720647;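 active = drop in luminescence signal, shown as inhibition above about 50% in the replicate tests, limit read from the data, passing the limit was not always enough; inconclusive = probably only some replicates passing the limit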;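 note: agonist challenge used bursicon conditioned medium at about half maximal strength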
CASP6 VEID inh – inhibitors of human caspase-6. purified caspase-6, Z-VEID-R110 cleavage fluorescence. inhibition, % at 12.5 µM. 350,000 compounds, 0.53% hits. AID 686996;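 active = mean inhibition across replicates at least about 35%, with every replicate also reaching that limit, limit read from the data; inconclusive = only one of the two criteria met; inactive = neither criterion met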;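 note: 0% = median of neutral control wells and 100% = no fluorescence left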
Target sequence (P55212 24-179 limits assumed): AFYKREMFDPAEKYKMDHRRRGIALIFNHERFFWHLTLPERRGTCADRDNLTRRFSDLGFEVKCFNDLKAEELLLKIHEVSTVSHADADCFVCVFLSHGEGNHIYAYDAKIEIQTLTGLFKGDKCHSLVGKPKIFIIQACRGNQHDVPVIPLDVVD
Target sequence (P55212 194-293 limits assumed): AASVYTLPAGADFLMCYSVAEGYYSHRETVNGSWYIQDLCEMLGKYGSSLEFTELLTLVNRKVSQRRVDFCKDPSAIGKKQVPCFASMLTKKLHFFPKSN
C2C12 statin – suppressors of simvastatin-induced myotoxicity in C2C12 myotubes; AID 602340; rescue of ATP level, % at 7.49 µM; ATP luminescence, 48 h; scaled: DMSO 0, geranylgeraniol control 100; 330,000 compounds, 0.78% hits;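 active = mean ATP rescue above about 67%, or every replicate alone reaching that limit, limit read from the data, passing the limit was not always enough; inconclusive = no clear call, values can overlap the other calls; inactive = mean under the limit and some replicate under it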;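 note: myotubes were challenged with 10 µM simvastatin during compound exposure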
FN deposit inh – fibronectin deposition inhibition; AH1F fibroblasts, Alexa488-fibronectin deposition fluorescence, overnight; inhibition, % at 12.6 µM; 350,000 compounds, 0.086% hits; AID 743247;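 active = mean inhibition across replicates of 30% or more, regardless of how many single replicates reach that level; inconclusive = mean under 30% yet at least half of replicates reach 30%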;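 note: positive control wells lacked labelled fibronectin entirely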
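Material: AH1F fibroblast monolayer depositing Alexa488-labelled fibronectin into matrix | Input: 10000 AH1F cells/well | Medium: DMEM plus 2% serum, read in PBS | Reagent: Alexa488-fibronectin, 24 nM final in well | Compound dosing: One dose per compound, pinned | Schedule: 1 h adhesion, overnight exposure | Measured by: Fluorescence at 485 nm excitation, 525 nm emission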
S100A4 MyoIIA – inhibitors of human S100A4 binding to myosin IIA peptide; AID 652163; 360,000 compounds, 0.14% hits; P26447; S100A4/TAMRA-MyoIIA peptide fluorescence polarization; inhibition, % at 10.7 µM;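 active = mean inhibition of at least 70% across replicates, with every replicate also reaching that level; inconclusive = mean inhibition reaches 70% but some replicates fall short; inactive = mean inhibition below 70%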
Target sequence (P26447 whole entry, looked up): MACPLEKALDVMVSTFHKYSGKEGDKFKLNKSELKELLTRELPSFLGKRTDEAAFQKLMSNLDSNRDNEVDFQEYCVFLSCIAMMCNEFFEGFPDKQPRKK
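Material: S100A4 monomer (human). Medium: Calcium-containing HEPES buffer, pH 7.2. Probe or stimulus: labelled myosin peptide probe, 5 nM. Compound dosing: one concentration per compound. Timing: polarization read 5 min after assay mix addition, stable 5–60 min. Benchmarks: DMSO as neutral control, TFP as positive control.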
SIRT5 block – sirtuin-5 (human) deacylase inhibition; Q9NXA8; 330,000 compounds, 1.1% hits; inhibition, % at 15 µM; Purified SirT5, succinyl-peptide AMC, trypsin-coupled fluorescence; in the data active = inhibition above about 15%; inconclusive = no clear call, values can overlap the other calls
Target sequence (Q9NXA8 whole entry, looked up): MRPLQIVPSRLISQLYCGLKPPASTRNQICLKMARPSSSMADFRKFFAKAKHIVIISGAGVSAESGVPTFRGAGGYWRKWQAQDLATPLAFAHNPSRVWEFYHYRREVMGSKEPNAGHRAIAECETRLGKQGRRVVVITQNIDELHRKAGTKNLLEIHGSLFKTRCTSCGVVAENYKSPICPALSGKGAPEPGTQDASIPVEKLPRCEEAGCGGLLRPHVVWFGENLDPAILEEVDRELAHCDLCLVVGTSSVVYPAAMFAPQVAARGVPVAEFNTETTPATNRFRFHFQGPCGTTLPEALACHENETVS
* = called active by the depositor; u = inconclusive; x = not tested or not shown; & = joins results of further samples; ! = not active in a repeat.

| mol | esBAF inh | LGR2 inh | CASP6 VEID inh | C2C12 statin | FN deposit inh | S100A4 MyoIIA | SIRT5 block |
| --- | --- | --- | --- | --- | --- | --- | --- |
| COc1cccc(C(=O)C2CCCN(Cc3cccc(-n4cccn4)c3)C2)c1 (configuration not stated) | -4 | 6 | -1 | 1 | 1 | -5 | -1 |
| CCCNC(=O)N(C)C[C@@H]1Oc2cc(C#Cc3cccc(F)c3)ccc2S(=O)(=O)N([C@@H](C)CO)C[C@@H]1C | 3 | -1 | 2 | x | -3 | -15 | 6 |
| Cc1nn(C)c2nc(-c3cccs3)cc(C(F)(F)F)c12 | x | x | 1 | x | -1 | 11 | -4 |
| COc1ccc(CN(C)C[C@H]2Oc3ccc(NC(=O)Nc4ccc5c(c4)OCO5)cc3C(=O)N([C@@H](C)CO)C[C@H]2C)cc1 | -2 | -5 | 3 | -16 | x | 10 | 14 |
| CC(C)NC(=O)N(C)C[C@@H]1Oc2ccc(NC(=O)Nc3cccc4ccccc34)cc2C(=O)N([C@H](C)CO)C[C@H]1C | -1 | -20 | 2 | 10 | x | -6 | 0 |
| Nc1nccc(NCCSCc2ccccc2)n1 | x | 13 | 3 | 2 | 4 | -2 | -1 |
| CC1(C(=O)NCCCN2CCCC2=O)CCN1CCc1ccccc1 (configuration not stated) | 6 | 1 | -3 | 5 | 15 | -1 | x |
| CC(=O)N1[C@H](CO)[C@H]2c3ccccc3N(S(=O)(=O)c3ccccc3C)C[C@H]21 | -1 | 1 | -1 | 6 | -2 | -2 | 0 |
| NS(=O)(=O)c1ccc(NC(=O)CCCCCN2C(=O)c3ccccc3C2=O)cc1 | x | 4 | 1 | x | 5 | -6 | 2 |
| O=C(COc1ccccc1)NCc1ccc(-n2cccc2)cc1 | -5 | 7 | -1 | -1 | 4 | -2 | 4 |
| O=C(NCc1ccccc1Cl)C(=O)c1cn(CC(=O)N2CCOCC2)c2ccccc12 | -3 | -12 | 1 | 0 | 6 | -17 | -1 |
| COc1ccc(NC(=O)c2ccc(COc3ccccc3Br)o2)c(OC)c1 | x | 5 | 0 | x | 11 | 0 | -3 |
| CCOC(=O)c1oc2c(CN3CCN(C)CC3)c(O)ccc2c(=O)c1-c1ccc(Br)cc1 | x | -5 | -1 | x | 5 | 0 | 1 |
| Cc1cc(Cl)ccc1OCCCC(=O)N1CCCCC1 | 60* | -51 | x | 1 | x | x | x |
| CS(=O)(=O)N1[C@@H]2c3ccc(C4=CCCCC4)c(=O)n3C[C@H]1[C@H](CO)[C@H]2C(=O)N1CCOCC1 | -8 | 9 | -2 | 1 | x | 7 | -8 |
| CCOC(=O)[C@@H]1[C@H]2COc3cc(OC)ccc3[C@@H]2N2C(=O)N(c3ccc(Br)cc3)C(=O)[C@]12C | -8 | 5 | 2 | 1 | 11 | 1 | x |
| CCCn1c(N)c(N(CCOC)C(=O)c2ccc(S(=O)(=O)N3CCOCC3)cc2)c(=O)[nH]c1=O | 2 | -6 | 0 | 0 | -9 | 0 | -9 |
| O=C(CSc1nnc(CNC(=O)c2ccco2)o1)Nc1cccc(C(F)(F)F)c1 | -1 | 9 | 2 | -8 | 7 | 19 | 3 |
| COc1ccc(NC(=O)N(C)C[C@H]2OCc3ccccc3-c3ccccc3C(=O)N([C@H](C)CO)C[C@@H]2C)c(OC)c1 | -2 | 5 | 0 | -20 | 4 | -9 | -8 |
| Cc1ccccc1N1CCN(Cc2cccc(C(=O)O)c2)CC1 | -11 | x | x | 2 | 3 | x | x |
| O=C(Cc1ccccc1[N+](=O)[O-])Nc1ccc(S(=O)(=O)N2CCCC2)cc1 | 0 | 8 | 0 | -4 | 6 | -4 | -3 |
| CNC(=O)c1ccccc1Nc1ccc(SC(F)F)cc1 | 6 | -15 | 1 | 1 | 1 | 0 | -5 |
| COc1cccc(S(=O)(=O)N[C@@H]2CC[C@H](CC(=O)NCc3ccncc3)O[C@H]2CO)c1 | -5 | 7 | -1 | 4 | 0 | -12 | 0 |
| Cc1cc(C)c[n+](-c2[nH]c(=O)sc2/C=N/NC([S-])=Nc2ccccc2)c1 | x | -14 | 1 | x | 9 | 2 | x |

Additional compounds follow:
The line under a structure holds: esBAF inh | LGR2 inh | CASP6 VEID inh | C2C12 statin | FN deposit inh | S100A4 MyoIIA | SIRT5 block
- COc1ccccc1C(CNC(=O)COc1ccccc1C)N1CCCC1 (configuration not stated)
→ x | -1 | -21 | x | 8 | 10 | 0
- CC(=O)N1[C@@H]2c3ccc(C4=CCCCC4)c(=O)n3C[C@H]1[C@H](CO)[C@H]2C(=O)NC1CCC1
→ -4 | -3 | -1 | 2 | 4 | 10 | -4
- COc1ccc(-n2c(COc3ccccc3)nnc2SCC(N)=O)cc1
→ -14 | x | x | 6 | 4 | x | x
- CCOC(=O)CN1C(=O)N[C@@H](c2cccs2)C(C(=O)OC)=C1C
→ -7 | 19 | 3 | 4 | -2 | -15 | -3
- Cc1nc2[nH]c(=S)[nH]c(=O)c2nc1C
→ -4 | 13 | 2 | 8 | -8 | 0 | -3
- Cc1nc([N+](=O)[O-])c(SCC(O)CCl)n1Cc1ccc(Cl)cc1 (configuration not stated)
→ x | -16 | 1 | x | 7 | -3 | -1
- O=C(C[C@@H]1C[C@H]2c3cc(NC(=O)NC4CCCC4)ccc3O[C@H]2[C@H](CO)O1)NCc1cc(F)ccc1F
→ 5 | 3 | x | 5 | -1 | x | x
- COc1ccc(-c2ccc3c(c2)S(=O)(=O)c2cccc(C(=O)N4CCN(c5c(Cl)cncc5Cl)CC4)c2C3=O)cc1OC
→ 2 | 13 | 0 | -26 | x | -12 | 5
- S=C(NCc1cccs1)Nc1ccc(Br)cc1Cl
→ 39 | -89 | -5 | -14 | 3 | -1 | 0
- CCOC(=O)C1(CCOc2ccccc2)CCN(Cc2cccc(F)c2)CC1
→ -5 | x | -4 | 10 | -9 | 4 | 0
- O=C1C=CC(=C(c2ccc(O)cc2)c2ccc(O)cc2)C=C1
→ 5 | 58*! | 21&20 | -24 | 5 | 5&-1 | 5&0
- NS(=O)(=O)c1cccc(NC(=O)CCCNC(=O)c2ccc(Cl)cc2)c1
→ -8 | 6 | 1 | 7 | -12 | -1 | 1
- CCOC(=O)N1CCN(S(=O)(=O)CCNC(=O)c2ccccc2)CC1
→ x | -14 | 5 | x | -10 | -11 | 7
- O=C(c1cc(-c2ccccc2)nc2ccccc12)N1CCOCC1
→ -2 | -1 | x | 1 | x | x | x
- C[C@@H]1CCCCO[C@H](CN(C)C(=O)Nc2ccccc2)[C@@H](C)CN([C@@H](C)CO)C(=O)c2cc(NC(=O)c3ccccc3)ccc2O1
→ -1 | 0 | 0 | x | -5 | -7 | -4
- CSc1nc2ccsc2c(=O)n1-c1ccccc1
→ -7 | -25 | 3 | 2 | x | 0 | 0
- CC1=CCC2C(=O)N(c3ccc(C)cc3)C(=O)C2C1 (configuration not stated)
→ 5 | 6 | x | 9 | x | x | x
- CCCC(=O)Nc1ccc2c(c1)C(=O)N(C)C[C@@H](OC)[C@H](C)CN(C(=O)CC1CC1)[C@H](C)CO2
→ 2 | 22 | 3 | 26 | -12 | -8 | x
- CCC(C)c1ccc(NC(=S)NCCn2cc(Cl)cn2)cc1 (configuration not stated)
→ x | -8 | -3 | x | 5 | -1 | -6
- CNC[C@H]1Oc2ccc(NC(=O)NC3CCCCC3)cc2C(=O)N([C@H](C)CO)C[C@H]1C
→ 2 | -16 | -2 | 3 | 6 | 3 | -1
- O=C1C2C3c4ccccc4C(c4ccccc43)C2C(=O)N1Cc1cccnc1 (configuration not stated)
→ -8 | x | x | 6 | -2 | x | x
- COCCN1Cc2cc(C(=O)OC)c3c(c2C1=O)c1cc(F)ccc1n3S(=O)(=O)c1ccc(C)cc1
→ x | -3 | -3 | x | 1 | -2 | x
- CN1C[C@H]2[C@@H](c3ccccc31)[C@@H](CO)N2C(=O)Nc1ccccc1
→ 4 | 13 | x | 18 | x | x | 0
- COc1ccc(/C(C)=N/NC(=O)c2cc(-c3cccnc3)nc3ccccc23)cc1
→ 0 | 5 | 2 | -3 | -4 | 2 | -1
- COc1cc(OC)c(C(=O)O/N=C(\N)c2ccccn2)cc1OC
→ 11 | -19 | -2 | -6 | 1 | 1 | -1
- CCOC(=O)N1CCN(C(=O)CCCOc2ccccc2)CC1
→ u | x | x | 57 | 2 | x | x
- CCOC(=O)c1c(NC(=O)CSc2ncn[nH]2)sc(C(C)=O)c1C
→ x | -6 | -4 | x | x | -2 | -1
- O=C(NCCCN1CCN(Cc2ccccc2)CC1)C1CCN(S(=O)(=O)N2CCCC2)CC1
→ 0 | 9 | -37 | 1 | x | -2 | 0
- COc1ccc(-c2ccc3c(c2)O[C@@H](CN(C)Cc2ccccc2C(=O)O)[C@@H](C)CN([C@@H](C)CO)S3(=O)=O)cc1
→ -1 | 0 | 0 | 15 | 1 | 15 | 3
- O=C(CN1CCOCC1)N1CCCCN2[C@H](CO)[C@H](c3ccc(-c4ccccc4F)cc3)[C@@H]2C1
→ -6 | 10 | x | 2 | x | x | -1

Filtered by structure: the entries above containing a furan ring, fused or not
The line under a structure holds: esBAF inh | LGR2 inh | CASP6 VEID inh | C2C12 statin | FN deposit inh | S100A4 MyoIIA | SIRT5 block
- COc1ccc(NC(=O)c2ccc(COc3ccccc3Br)o2)c(OC)c1
→ x | 5 | 0 | x | 11 | 0 | -3
- O=C(CSc1nnc(CNC(=O)c2ccco2)o1)Nc1cccc(C(F)(F)F)c1
→ -1 | 9 | 2 | -8 | 7 | 19 | 3

Carrying on.
The line under a structure holds: esBAF inh | LGR2 inh | CASP6 VEID inh | C2C12 statin | FN deposit inh | S100A4 MyoIIA | SIRT5 block
- O=C(N[C@@H]1CC[C@@H](CCNS(=O)(=O)c2ccc(Cl)cc2)O[C@@H]1CO)c1ccccn1
→ 7 | -3 | 0 | 3 | -1 | 4 | -3
- C=CCc1cccc2cc(C(=O)NNC(=O)c3ccncc3)c(=O)oc12
→ x | x | 3 | x | 3 | -1 | 0
- O=C1CCNCCN1[C@H](CO)Cc1ccccc1
→ -2 | -6 | 0 | 8 | -4 | -16 | x
- COc1ccc(N(CC(=O)N2CCN(Cc3ccccc3)CC2)S(C)(=O)=O)cc1
→ 7 | 0 | 0 | -1 | 9 | 2 | 0
- C[C@H]1CN([C@@H](C)CO)C(=O)Cc2cc(NS(=O)(=O)c3cn(C)cn3)ccc2O[C@H]1CN(C)CC1CC1
→ 3 | 0 | x | -6 | 8 | 27 | 1
- O=C(Nc1cccc(F)c1)C1CCCN1S(=O)(=O)c1cccc2cccnc12 (configuration not stated)
→ 1 | 26 | 3 | 18 | 8 | -4 | x

Only SIRT5 block and LGR2 inh, for some of the entries so far:
compound | SIRT5 block | LGR2 inh
C=CCc1cccc2cc(C(=O)NNC(=O)c3ccncc3)c(=O)oc12 | 0 | x
O=C1CCNCCN1[C@H](CO)Cc1ccccc1 | x | -6
COc1ccc(N(CC(=O)N2CCN(Cc3ccccc3)CC2)S(C)(=O)=O)cc1 | 0 | 0

This is a subset; count on the stated rates, not on these rows.
